High-throughput results (PubChem BioAssay)
IMP-1 inhibitor – IMP-1 metallo-beta-lactamase inhibitors, primary screen, biochemical, epi-absorbance readout, Pseudomonas aeruginosa enzyme; purified IMP-1, nitrocefin hydrolysis, epi-absorbance fluorescence; inhibition, % at 5.6 µM; 290,000 compounds, 0.45% hits;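 active means inhibition above the mean plus 3 SD of all compounds in the same screening run, cut at about 4.5% in these data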;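 further: 0% = IMP-1 with DMSO and 100% = DMSO wells lacking enzyme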
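System: purified IMP-1; amount: IMP-1 0.2 nM before substrate addition; compound: single dose, 5.6 µM; times: 25 °C, 15 min preincubation, 25 min reaction; signal: Epi-absorbance via hydrolysed-nitrocefin quenching of white-plate fluorescence, 480/530 nm, EDTA stop; benchmarks: DMSO with and without IMP-1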
GalR3 antag – GalR3 antagonists in HEK293 cells, primary screen, cell-based, fluorescence readout. HEK293 GalR3-CNG cAMP membrane potential fluorescence; galR3 body fused to GalR1 C-terminus. inhibition, % at 3 µM. 360,000 compounds, 0.44% hits;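 active means inhibition above the screen-wide average plus 3 SD, cut at about 13% in these data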;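 further: forskolin and galanin both at EC90 stimulate the cells; cAMP rise reported by CNG channel membrane potential dye signal; 0% = forskolin plus galanin with DMSO and 100% = forskolin alone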
PHOSPHO1 inh – PubChem AID 1565; inhibition, % at 13.3 µM; Phosphoethanolamine/phosphocholine phosphatase (Homo sapiens), Q8TCT1; recombinant PHOSPHO1, absorbance phosphatase assay; 290,000 compounds, 1.1% hits; in the data active means inhibition above about 60%
Target sequence (Q8TCT1 whole entry, looked up): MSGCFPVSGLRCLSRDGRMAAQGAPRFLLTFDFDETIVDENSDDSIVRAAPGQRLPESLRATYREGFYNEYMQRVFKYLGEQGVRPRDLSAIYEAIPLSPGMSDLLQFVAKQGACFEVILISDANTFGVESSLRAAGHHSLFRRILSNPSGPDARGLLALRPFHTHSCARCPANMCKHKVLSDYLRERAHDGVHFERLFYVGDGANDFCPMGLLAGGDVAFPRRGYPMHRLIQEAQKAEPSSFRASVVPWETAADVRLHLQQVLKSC
NS3 helicase inh – inhibitors of HCV NS3 helicase, primary screen, biochemical, Cy5 molecular beacon fluorescence. NS3 helicase DNA unwinding. inhibition, % at 10.9 µM. AID 1800, 2009. Hepatitis C virus NS3 helicase. 290,000 compounds, 0.56% hits;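 active means inhibition above the mean of all tested compounds plus 3 SD, set per campaign, cut at about 35% in these data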;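 further: 0% = DMSO wells and 100% = thioflavine S control wells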
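test system = hepatitis C virus NS3 helicase domain fragment enzyme | reagent = annealed dual-labelled DNA beacon duplex, ATP-started | times = 1 h at 25 °C | detection = Cy5 fluorescence, 0 and 60 min reads | read-out basis = percent inhibition from t60/t0 fluorescence ratio | control set = DMSO and thioflavine S | replication = one well per compound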
GPR7 antagonist – GPR7 receptor antagonists, primary screen, cell-based, fluorescence, single concentration. Neuropeptides B/W receptor type 1 (Homo sapiens), P48145. GPR7-expressing cells, fluorescence antagonist assay. inhibition, % at 4.4 µM. 290,000 compounds, 1.1% hits. AID 1861, 2009; in the data active means inhibition above about 16%, passing the limit was not always enough;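 further: cells stimulated with the agonist NPW; 0% = agonist with vehicle and 100% = vehicle without agonist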
Target sequence (P48145 whole entry, looked up): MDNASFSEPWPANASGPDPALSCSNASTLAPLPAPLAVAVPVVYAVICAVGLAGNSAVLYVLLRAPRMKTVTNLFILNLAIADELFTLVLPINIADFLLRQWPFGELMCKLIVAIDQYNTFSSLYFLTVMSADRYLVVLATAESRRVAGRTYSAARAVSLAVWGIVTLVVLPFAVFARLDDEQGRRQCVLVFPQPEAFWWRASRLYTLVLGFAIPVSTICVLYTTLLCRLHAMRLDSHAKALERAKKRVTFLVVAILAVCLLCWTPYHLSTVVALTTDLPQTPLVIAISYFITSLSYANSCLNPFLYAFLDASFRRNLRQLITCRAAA
OXTR agonist – human OXTR agonists, primary screen, fluorescence, CHO-OTR cells, Fluo-8 calcium. Oxytocin receptor (Homo sapiens), P30559. Fluo-8 calcium fluorescence; normalized: DMSO 0%, oxytocin 100%. activation, % at 3 µM. 320,000 compounds, 0.32% hits. AID 2435, 2010;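 active means activation above the mean of all tested compounds plus 3 SD, cutoff set per screening run, cut at about 20% in these data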;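 further: peak over basal fluorescence ratio from a 100 s FLIPR kinetic read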
VIM-2 inh – VIM-2 metallo-beta-lactamase inhibitors, primary screen, biochemical, epi-absorbance readout, Pseudomonas aeruginosa enzyme | purified VIM-2, nitrocefin hydrolysis, epi-absorbance fluorescence | inhibition, % at 5.6 µM | 290,000 compounds, 0.89% hits;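 active means inhibition above the mean of all tested compounds plus 3 SD, cutoff set per screening run, cut at about 7.5% in these data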;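 further: red hydrolysis product quenches plate fluorescence so inhibitors raise well fluorescence; 0% = enzyme with DMSO and 100% = DMSO without enzyme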
V1aR counter – agonists of human V1a receptor, primary screen, counter-screen for OXTR agonist project, fluorescence, CHO-V1R cells. Vasopressin V1a receptor (Homo sapiens), P37288. Fluo-8 calcium fluorescence, agonist mode; 0% DMSO, 100% 3 nM vasopressin. activation, % at 3 µM. 320,000 compounds, 0.25% hits. AID 2797, 2010;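 active means activation above the mean activation of all tested compounds plus 3 SD, per screening run, cut at about 20% in these data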;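 further: signal is peak over basal fluorescence ratio across a 100 second FLIPR read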
Target sequence (P37288 whole entry, looked up): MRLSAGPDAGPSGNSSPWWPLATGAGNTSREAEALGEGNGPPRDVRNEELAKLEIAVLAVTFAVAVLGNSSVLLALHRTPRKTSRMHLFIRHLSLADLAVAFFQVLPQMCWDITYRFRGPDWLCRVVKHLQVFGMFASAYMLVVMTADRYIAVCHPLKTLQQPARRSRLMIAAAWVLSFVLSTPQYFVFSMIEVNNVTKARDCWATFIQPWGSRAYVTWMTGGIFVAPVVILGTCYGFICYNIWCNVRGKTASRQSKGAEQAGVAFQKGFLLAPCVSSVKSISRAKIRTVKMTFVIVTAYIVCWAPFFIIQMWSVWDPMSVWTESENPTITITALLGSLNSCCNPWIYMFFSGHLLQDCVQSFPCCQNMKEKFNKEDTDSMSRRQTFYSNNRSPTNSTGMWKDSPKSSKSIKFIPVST
FID counter – compounds displacing fluorescent DNA intercalator, primary screen, artefact control for HCV NS3 helicase inhibitor project, biochemical, FID fluorescence; DNA fluorescent intercalator displacement; AID 1845, 2009; inhibition, % at 7.9 µM; 290,000 compounds, 0.17% hits; in the data active means inhibition above about 37%;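 further: 0% = vehicle and 100% = reference compound; higher means more ethidium bromide displaced from hairpin DNA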
* marks the source's active call; other numbers are inactive results; . = not tested or not shown. Compounds were not picked by outcome (roughly 4.3% active in at least one column).

No. | Compound | FID counter | NS3 helicase inh | PHOSPHO1 inh | GPR7 antagonist | GalR3 antag
1 | O=C(c1ccccc1)c1cc(-c2ccccc2)on1 | 1 | -4 | 1 | -2 | 0
2 | Cc1ccc(N2CCN(CC(O)COc3cccc4ccccc34)CC2)cc1 (stereo unspecified) | 5 | -47 | -17 | 2 | -2
3 | COC(=O)c1ccc(C(=O)OC)c(NC(=O)C2CCCO2)c1 (stereo unspecified) | -10 | 1 | . | -6 | -7
4 | COc1cc(Cl)ccc1NC(=O)COc1ccccc1C(=O)NN | -9 | 8 | 20 | 6 | -6
5 | CC(C)c1ccccc1OCCNC(=O)c1cncc(Br)c1 | -16 | -3 | 47 | 2 | -5
6 | Cc1ccc(OCc2n[nH]c(=S)n2N)cc1C | -5 | 4 | -5 | -12 | 3
7 | COCCCN1C2=C(C(=O)CC(C)(C)C2)C(c2ccc(OC)c(OC)c2)C2=C1CC(C)(C)CC2=O | -17 | 3 | 47 | -9 | -9
8 | COC(=O)c1ccccc1NC(=O)COC(=O)CSc1nnc(N)s1 | -9 | 3 | -4 | -13 | -8
9 | CCC(C)(C)NC(=O)CN(C(=O)CNS(=O)(=O)c1ccccc1)c1ccc2c(c1)OCCO2 | -30 | -4 | 35 | -17 | -7
10 | Cc1cc(N=Nc2ccc(Cl)cc2)cc(CN2CCOCC2)c1O | -1 | -10 | 33 | -20 | -4
11 | Cc1cc(C)nc(NC(=O)c2ccc(Br)s2)n1 | -2 | 3 | 30 | -11 | -10
12 | O=C(O)C1Sc2[nH]c(=O)sc2C2c3ccc(O)cc3OC(=O)C12 (stereo unspecified) | 1 | 5 | -48 | -15 | -2
13 | O=C(O)c1cc(S(=O)(=O)N2CCOCC2)ccc1N1CCCCC1 | -1 | 3 | 20 | -6 | 1
14 | CC(C)NC(=O)COC(=O)c1ccccc1Oc1ccccc1 | -19 | -4 | -1 | -2 | -4
15 | CC1CCN(CCCNC(=O)c2ccc(CS(=O)(=O)Cc3ccc(Cl)cc3)o2)CC1 | 7 | -6 | 23 | -11 | -8

No. | VIM-2 inh | V1aR counter | IMP-1 inhibitor | OXTR agonist
1 | -5.1 | 0.5 | -3.7 | -1.8
2 | 0.3 | 1.1 | -1.4 | 1.9
3 | 2.5 | -0.4 | -2.4 | -0.6
4 | 2.4 | 0.2 | -1.4 | -0.1
5 | -2.8 | 0.2 | -3.0 | 2.1
6 | -5.4 | -0.1 | -4.1 | 0.1
7 | -0.1 | . | -3.0 | .
8 | -2.0 | -0.2 | -2.7 | -0.8
9 | -2.5 | -0.1 | -0.2 | 0.2
10 | -2.4 | 0.4 | -0.9 | -1.9
11 | -1.3 | -0.4 | -4.8 | -1.2
12 | 7.9* | 6.0 | 8.6* | 3.1
13 | -0.7 | 0.3 | 1.3 | 3.9
14 | -1.5 | -0.4 | -0.9 | -2.3
15 | -2.7 | 1.7 | -1.1 | 1.0

(listing goes on)
No. | Compound | FID counter | NS3 helicase inh | PHOSPHO1 inh | GPR7 antagonist | GalR3 antag
16 | Brc1ccc(-c2nc3ncccn3c2Nc2ccc3c(c2)OCCO3)o1 | -2 | 3 | -18 | -2 | 0
17 | CC(C)(C)C(=O)Nc1nc2cc3c(cc2s1)OCO3 | -4 | 4 | 11 | -1 | -1
18 | O=C(CN1C(=O)NC2(CCCC2)C1=O)OCCOc1ccccc1 | -14 | -4 | 36 | -16 | 1
19 | COc1ccccc1N1CCN(S(=O)(=O)c2cc3c(cc2C)NC(=O)CO3)CC1 | -25 | -7 | 28 | 4 | .
20 | COc1cc(C2CC(=O)n3c(nc4ccccc43)S2)cc(OC)c1OC (stereo unspecified) | 4 | -11 | -8 | -13 | .
21 | CN1C(C(=O)NCc2cccc(Br)c2)CC2Cn3c(nc4ccccc43)C21 (stereo unspecified) | . | . | 34 | . | -5
22 | O=C(NCc1nc2ccccc2[nH]1)C1=C[C@H](c2ccccc2)C[C@H](OCc2ccc(CO)cc2)O1 | -19 | -12 | 1 | -10 | 0
23 | C/C(=N/NC(=O)c1nnn(-c2nonc2N)c1COc1ccccc1)c1ccc(O)cc1 | -13 | 10 | 24 | 0 | -8
24 | CCCN1CCN(C(=O)Cn2cnc3ccc(S(=O)(=O)N4CCC(C)CC4)cc3c2=O)CC1 | 2 | 6 | -4 | 4 | -4
25 | CC(C)Oc1cccc(C(=O)C2CCCN(C(=O)c3ccccn3)C2)c1 (stereo unspecified) | -29 | 1 | 20 | 3 | -3
26 | CN1C(=O)c2cccc3c(S(=O)(=O)N4CCCC4C(=O)O)ccc1c23 (stereo unspecified) | -5 | -11 | 8 | -14 | -8
27 | COCCCn1c(O)c(/C=C2\N=C(C#N)C(=Nc3ccc(C)cc3)O2)sc1=S | 0 | 13 | 20 | -9 | -7
28 | COc1ccccc1Nc1nc(N)nc(CN2CCCCCC2)n1 | -3 | -15 | -28 | 12 | -1
29 | Cc1cc(O)c(C=Nc2cccc(Cl)c2)c(=O)o1 | -1 | 3 | 2 | -13 | -2
30 | CCOC(=O)c1c(C)[nH]c(C(=O)NCCN2CCOCC2)c1C | 0 | 8 | 15 | -10 | -8

No. | VIM-2 inh | V1aR counter | IMP-1 inhibitor | OXTR agonist
16 | -2.3 | 0.7 | -0.6 | -2.5
17 | -3.0 | 0.4 | -3.2 | -2.0
18 | -0.7 | -0.6 | -2.2 | -0.5
19 | -2.9 | 2.5 | -1.7 | 0.9
20 | -1.2 | . | -1.4 | .
21 | . | 1.1 | . | 0.5
22 | -1.7 | -0.8 | -0.9 | 7.3
23 | -1.5 | 2.7 | -1.7 | 0.3
24 | -3.4 | 0.8 | -1.5 | 0.5
25 | -2.1 | 3.0 | 1.0 | 1.4
26 | 0.6 | 0.3 | -1.4 | -0.1
27 | -2.3 | 13 | -0.3 | 15
28 | -2.6 | 0.0 | -3.5 | 0.0
29 | -2.4 | 0.6 | -2.8 | 1.6
30 | -0.1 | -0.3 | -0.4 | 0.4

The results go on:
No. | Compound | FID counter | NS3 helicase inh | PHOSPHO1 inh | GPR7 antagonist | GalR3 antag
31 | CCN(CCn1cccn1)C(=O)CC1C(=O)NCCN1Cc1ccc(F)cc1 (stereo unspecified) | -15 | -19 | 12 | -9 | -4
32 | COC(=O)[C@H](C)NC(=O)Nc1ccccc1F | 6 | 7 | -8 | 5 | -5
33 | O=C(NC1CCCC1)C1CCN(c2cnccn2)CC1 | 1 | -4 | 15 | -6 | -3
34 | COc1ccc(S(=O)(=O)Nc2cc(SCC(=O)O)c(O)c3ccccc23)cc1 | -10 | 35 | -47 | -15 | -9
35 | COc1cc(-c2nc(-c3ccc4c(c3)-c3ccccc3S4(=O)=O)c(-c3ccccc3)[nH]2)cc(OC)c1OC | -7 | -6 | 10 | -10 | -2
36 | COC(=O)c1cnn(C(=O)c2cc(OC)ccc2Br)c1N | 7 | 1 | 2 | -14 | -4
37 | CNc1oc(-c2ccccc2Cl)nc1C#N | 3 | -4 | -2 | 9 | 2
38 | O=C(O)CSC12CC3CC(C1)CC(C(=O)O)(C3)C2 | . | . | 4 | . | -2
39 | O=c1[nH]c(/C=C\c2cccnc2)c([N+](=O)[O-])c(=O)[nH]1 | -5 | 12 | 2 | -11 | -8
40 | CCOC(=O)c1ccc(N=C2SC(C(=O)NC)CC(=O)N2CCc2ccccc2)cc1 (stereo unspecified) | -21 | -11 | -1 | -11 | -1
41 | O=C(/C=C/c1ccco1)NCC1COc2ccccc2O1 (stereo unspecified) | -15 | 26 | 2 | -7 | 3
42 | CC1CCCC(C)N1NC(=S)Nc1ccc(OC(F)F)cc1 (stereo unspecified) | -18 | 1 | -13 | 10 | -4
43 | CCN(CC)c1ccc(/C=N/NC(=O)c2cnccn2)c(O)c1 | -7 | -1 | -8 | 11 | -3
44 | CCc1ccc2oc(=O)cc(CN3CCOCC3)c2c1 | -9 | -3 | -47 | -8 | 0
45 | CCC1CCCCN1C(=O)NC(=O)c1ccccc1 (stereo unspecified) | -3 | 2 | 33 | -7 | 0

No. | VIM-2 inh | V1aR counter | IMP-1 inhibitor | OXTR agonist
31 | -1.4 | 0.3 | -4.4 | -0.6
32 | -1.0 | -1.2 | -1.4 | -0.2
33 | 0.5 | 0.7 | -0.2 | -0.4
34 | 6.1 | 0.3 | 2.6 | -0.5
35 | -0.9 | -0.9 | -3.4 | -1.3
36 | -2.3 | 0.4 | -4.9 | 0.5
37 | 3.5 | -0.1 | 0.2 | 0.0
38 | . | 0.0 | . | -0.5
39 | -1.2 | 1.4 | -2.2 | -0.7
40 | -3.1 | -0.2 | -2.2 | 1.6
41 | -0.3 | -1.3 | 0.1 | -1.1
42 | -1.2 | -0.2 | -0.2 | -2.2
43 | 4.6 | 21* | 1.9 | 19
44 | -1.3 | -0.5 | -4.3 | -0.4
45 | -2.4 | -0.1 | -2.0 | 0.2

Arranged by count of non-hydrogen atoms (high to low): some entries from above
No. | Compound | FID counter | NS3 helicase inh | PHOSPHO1 inh | GPR7 antagonist | GalR3 antag
40 | CCOC(=O)c1ccc(N=C2SC(C(=O)NC)CC(=O)N2CCc2ccccc2)cc1 (stereo unspecified) | -21 | -11 | -1 | -11 | -1
43 | CCN(CC)c1ccc(/C=N/NC(=O)c2cnccn2)c(O)c1 | -7 | -1 | -8 | 11 | -3
42 | CC1CCCC(C)N1NC(=S)Nc1ccc(OC(F)F)cc1 (stereo unspecified) | -18 | 1 | -13 | 10 | -4
33 | O=C(NC1CCCC1)C1CCN(c2cnccn2)CC1 | 1 | -4 | 15 | -6 | -3

No. | VIM-2 inh | V1aR counter | IMP-1 inhibitor | OXTR agonist
40 | -3.1 | -0.2 | -2.2 | 1.6
43 | 4.6 | 21* | 1.9 | 19
42 | -1.2 | -0.2 | -0.2 | -2.2
33 | 0.5 | 0.7 | -0.2 | -0.4

4 of the compounds above, as tab-separated lines:
nr	SMILES	FID counter	NS3 helicase inh	PHOSPHO1 inh	GPR7 antagonist	GalR3 antag	VIM-2 inh	V1aR counter	IMP-1 inhibitor	OXTR agonist
40	CCOC(=O)c1ccc(N=C2SC(C(=O)NC)CC(=O)N2CCc2ccccc2)cc1 (stereo unspecified)	-21	-11	-1	-11	-1	-3.1	-0.2	-2.2	1.6
41	O=C(/C=C/c1ccco1)NCC1COc2ccccc2O1 (stereo unspecified)	-15	26	2	-7	3	-0.3	-1.3	0.1	-1.1
42	CC1CCCC(C)N1NC(=S)Nc1ccc(OC(F)F)cc1 (stereo unspecified)	-18	1	-13	10	-4	-1.2	-0.2	-0.2	-2.2
43	CCN(CC)c1ccc(/C=N/NC(=O)c2cnccn2)c(O)c1	-7	-1	-8	11	-3	4.6	21*	1.9	19
